# USP1-UAF1 inh: USP1/UAF1 (human) deubiquitinase inhibition; Potency, µM (series often up to 57.1 µM), without a hit: at the highest dose activity change, negative = inhibition, hits mostly inhibitors; O94782; hit rate 0.23% among 390,000; recombinant USP1/UAF1, Ub-Rhodamine cleavage fluorescence; note: potency is the fitted concentration of half-maximal effect; % is set by controls: 0 for no effect and ±100 for the full control effect; nearly all actives have a fitted effect of over 60% in size; inactives centre near -12
#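 Step one: compound is pinned into 1nM USP1/UAF1 in HEPES pH 7.8 buffer with TCEP. Step two: 15 min room-temperature incubation. Step three: Ub-Rho (150nM final) starts cleavage, tracked by fluorescence over six one-minute reads.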
# TrxR1 substrate: substrates of rat thioredoxin reductase 1 | O89049 | purified TrxR1 substrate turnover, NADPH consumption readout | Potency, µM (titrated, usually from 114 µM), inactives show at the highest dose activity change, negative = substrate turnover | hit rate 0.01% among 390,000; note: potency is the fitted concentration of half-maximal effect; % is set by controls: 0 for no effect and ±100 for the full control effect; nearly all actives have a fitted effect of over 50% in size
#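 Rat TrxR1, dispensed at 90 nM, was prereduced with 400 uM NADPH (final) for 5 min at ~22 deg C, then incubated with compound 15 min before 400 uM selenite. A first-read NADPH fluorescence drop versus no-compound background flagged substrates.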
# mIDH1 inhibitor: inhibitors of human mutant IDH1 R132H | O75874 | IDH1-R132H enzyme, NADPH consumption, diaphorase/resazurin fluorescence | Potency, µM (series often up to 76.6 µM), for the others: top-dose activity change, negative = inhibition, hits mostly inhibitors | hit rate 0.093% among 390,000 | AID 602179; note: potency is the fitted concentration of half-maximal effect; % is set by controls: 0 for no effect and ±100 for the full control effect; nearly all actives have a fitted effect of over 65% in size
# Target sequence (O75874 whole entry R132H, stated change not applied): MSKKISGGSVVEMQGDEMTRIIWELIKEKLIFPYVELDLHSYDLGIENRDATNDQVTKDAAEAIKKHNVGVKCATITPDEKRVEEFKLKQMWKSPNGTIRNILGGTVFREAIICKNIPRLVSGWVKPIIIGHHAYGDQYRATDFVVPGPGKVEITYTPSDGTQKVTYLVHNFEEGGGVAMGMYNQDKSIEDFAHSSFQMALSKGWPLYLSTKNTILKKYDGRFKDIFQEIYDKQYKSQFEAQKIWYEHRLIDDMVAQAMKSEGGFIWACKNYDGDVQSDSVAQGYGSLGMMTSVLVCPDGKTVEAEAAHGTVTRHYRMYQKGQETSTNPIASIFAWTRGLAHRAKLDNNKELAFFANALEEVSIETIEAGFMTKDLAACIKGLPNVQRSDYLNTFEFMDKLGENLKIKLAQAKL
#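 IDH1-R132H (0.5 ug/mL) preincubated 30 min with compound, then NADPH (0.016 mM) and alpha-KG (2 mM) added; 80 min at RT, pH 7.5. Remaining NADPH coupled via diaphorase/resazurin to fluorescence (540/590 nm); concentration-response curves normalized to no-enzyme control.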
# TRHR enhancer: allosteric enhancers of human TRH receptor. enhancement, % at 2 µM. AID 493056. hit rate 0.66% among 360,000. TRHR cells, fluo-8 calcium fluorescence, EC20 TRH enhancement; in the data active = enhancement above about 30%; note: 0% is about no effect
#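 Enhancer read-out: after compound pinning and an initial kinetic agonist-mode read, an EC20 of TRH (10 nM final) was injected and fluo-8 calcium signal (Ex 480/Em 530) followed at 1 s/cycle for 100 cycles in TRHR-expressing cells.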
# D2 antagonist: antagonists of human D2 dopamine receptor | HEK293 TREx D2 cells, calcium flux, dopamine EC80 | hit rate 2% among 340,000 | P14416 | inhibition, % at 10 µM; in the data active = inhibition above about 30%; note: 0% is about no effect
# Target sequence (P14416 whole entry, looked up): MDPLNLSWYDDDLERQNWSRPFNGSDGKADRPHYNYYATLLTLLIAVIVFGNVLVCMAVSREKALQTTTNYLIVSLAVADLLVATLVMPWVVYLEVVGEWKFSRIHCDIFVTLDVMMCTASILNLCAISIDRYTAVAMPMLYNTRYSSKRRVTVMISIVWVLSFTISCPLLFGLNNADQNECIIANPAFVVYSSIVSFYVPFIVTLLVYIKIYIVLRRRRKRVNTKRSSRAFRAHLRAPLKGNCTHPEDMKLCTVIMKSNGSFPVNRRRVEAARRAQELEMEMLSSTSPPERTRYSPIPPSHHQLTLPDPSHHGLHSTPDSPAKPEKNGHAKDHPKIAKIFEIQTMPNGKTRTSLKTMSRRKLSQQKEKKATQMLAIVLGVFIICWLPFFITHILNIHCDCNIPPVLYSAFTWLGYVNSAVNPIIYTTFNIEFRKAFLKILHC
#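 Cells plated overnight at 30 C with tetracycline; no-wash calcium dye, 30–90 min RT; 10 s baseline; compound pinned; 180 s read; EC80 dopamine added; another 180 s read.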
# D2 agonist: D2 dopamine receptor (human) agonism. activation, % at 2 µM. hit rate 0.53% among 340,000. HEK293 T-REx D2 cells, calcium flux agonist mode. AID 485358;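 active = activation over 3 SD above normal in the single-dose calcium agonist read, cut at about 30% in these data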; note: 0% is about no effect
#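 Tetracycline-induced HEK293 T-REx cells with force-coupled D2 receptor, plated overnight at 30 C, loaded with no-wash calcium dye. After a 10 s baseline, compound was pin-added and calcium flux read kinetically for 180 s; calcium rises flagged agonists.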
# TrxR1 inh: rat TrxR1 inhibition; hit rate 1% among 390,000; O89049; Potency, µM (top dose mostly 114 µM), without a hit: top-dose activity change, negative = inhibition, actives largely listed as inhibitors; recombinant rTrxR1, NADPH fluorescence consumption, selenite substrate; note: potency is the fitted concentration of half-maximal effect; % is set by controls: 0 for no effect and ±100 for the full control effect; nearly all actives have a fitted effect of over 65% in size
#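 Rat TrxR1 (90 nM in the dispensed reagent) was pre-reduced with 400 uM NADPH for 5 min at room temperature, then incubated with compound for 15 min. After 400 uM selenite was added, NADPH fluorescence (Ex 340/Em 450 nm) was followed for 8 min.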
# TRHR agonist: TRH receptor (human) agonism; P34981; TRHR cells, calcium flux fluo-8, FDSS agonist mode; activation, % at 2 µM; hit rate 0.18% among 360,000; AID 493084; in the data active = activation above about 30%; note: 0% is about no effect
#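 Read-out: compound-evoked intracellular calcium rise in TRHR cells, fluo-8 dye, kinetic FDSS fluorescence at 1 s/cycle following a 10-cycle baseline. Cells cultured overnight before dye loading (30 min–1.5 h, RT).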
# PI4K2A inh: blocks human PI4K2A kinase activity; hit rate 0.13% among 420,000; activity change, negative = inhibition, % at 76.9 µM; AID 1346378; purified PI4K2A, ADP-Glo luminescence, 1 h; hits give low values; Q9BTU6; in the data active = activity change below about -50%; inconclusive = mostly about -30% to -49%;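 note: -100% = wells without enzyme as full effect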
#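 In this quantitative HTS, ADP production by PI4K2A was quantified luminescently after 1 h at ambient temperature; 100 microM adenosine served as plate-quality control.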
# Starred values were filed as active, the others as inactive; u = inconclusive; x = no result given; [ ] = remark or other dose. Unless noted, calls come from the whole dose curve; as a rule, active = well fitted inhibition curve with a large enough effect; inconclusive = small, poorly fitted or top-dose-only effect; inactive = no such curve, though single readings can be large or run the other way.
SMILES,USP1-UAF1 inh,TrxR1 substrate,mIDH1 inhibitor,TRHR enhancer,D2 antagonist,D2 agonist,TrxR1 inh,TRHR agonist,PI4K2A inh
O=C(c1ccc(C(F)(F)F)cc1)C1CCCN(C(=O)CCn2cncn2)C1 (centres undefined),-4.9%,-0.4%,-0.5%,1.1,-10.9,0.6,22.6%,0.4,1.7
CN(C)S(=O)(=O)c1ccc(NC(=O)CN2CCN(C(c3ccccc3)c3ccccc3)CC2)cc1,-18.5%,2.0%,1.0%,-6.0,-3.8,0.0,11.4%,-0.2,4.0
Cc1cccc(OCCn2nnc3sc4c(c3c2=O)CCCC4)c1,-26.8%,2.1%,x,10.1,x,-0.6,14.6%,0.3,0.4
O=C1c2ccccc2C(=O)C1(CO)c1ccccc1,-5.0%,-2.9%,5.5%,-4.9,-5.4,-0.4,4.5%[57.1 µM],-0.1,5.8
COc1ccc(NC(C)(C)c2nnnn2-c2c(C)cccc2C)cc1,-0.9%,-2.3%[57.1 µM],-0.8%,-4.2,-18.0,0.5,6.4%[57.1 µM],2.1,-3.9
CN(C)C(=O)c1c([N+](=O)[O-])c(C(C)(C)C)nn1C,-16.8%,-5.5%,3.1%,-0.9,-7.5,1.0,-7.0%,0.3,2.7
COc1ccccc1C(=O)COC(=O)Cc1ccccc1F,-5.1%,-9.6%,6.6%,x,x,x,0.0%[57.1 µM],x,-6.2
CCc1ccc(-c2nc(CS(=O)CC(=O)NCc3ccccc3)c(C)o2)cc1 (centres undefined),-29.5%,2.2%,-4.1%,-2.2,2.4,-0.4,31.6µM*,-1.0,-4.5
CCOC(=O)c1[nH]c2cc(OC)c(OC)cc2c1NC(=O)CN(C)C1CCCCC1,-10.5%,58.5%[activator],11.4%,8.8,-15.1,0.4,-6.5%,-0.3,0.8
Cc1cccc(-n2c(C)cc(/C=N\NC(=O)c3cccs3)c2C)c1,-14.3%,-5.0%,-0.3%,-3.8,2.8,4.1,-2.5%,1.5,-2.2
COc1cc(NC(=O)NCCc2c(C)nn(C)c2C)cc(OC)c1OC,-5.8%,2.8%[57.1 µM],-8.3%,2.4,x,x,13.3%[57.1 µM],0.7,2.8
O=C(O)CCC(=O)Nc1ccccc1C(=O)NCc1ccccc1,-19.3%,-7.0%,-1.4%,10.0,-10.1,-0.2,-10.0%,0.0,2.0
O=C(CSCc1ccc(C(=O)O)cc1)Nc1ccccc1,-13.4%,0.2%,-11.5%,-4.1,6.3,0.3,7.2%,0.1,1.4
Cn1cc(S(=O)(=O)N2CCOCC2)cc1C(=O)Nc1ccc(Cl)cc1,-10.5%,8.9%[57.1 µM],8.2%,1.8,13.7,-0.4,20.9%[57.1 µM],-0.5,-2.1
CCOc1cc(C#N)c(NC(=O)c2ccco2)cc1OCC,-11.5%,-6.0%,15.7%,7.8,-8.5,-1.1,-4.9%,-0.6,1.5

# As entered above.
# O=C(O)CCC(=O)Nc1ccccc1C(=O)NCc1ccccc1 @ PI4K2A inh: 2.0
# COc1cc(NC(=O)NCCc2c(C)nn(C)c2C)cc(OC)c1OC @ USP1-UAF1 inh: -5.8%
# CN(C)C(=O)c1c([N+](=O)[O-])c(C(C)(C)C)nn1C @ D2 antagonist: -7.5
# COc1ccccc1C(=O)COC(=O)Cc1ccccc1F @ TrxR1 substrate: -9.6%
# CCOc1cc(C#N)c(NC(=O)c2ccco2)cc1OCC @ TRHR agonist: -0.6
# CN(C)S(=O)(=O)c1ccc(NC(=O)CN2CCN(C(c3ccccc3)c3ccccc3)CC2)cc1 @ mIDH1 inhibitor: 1.0%
# CCc1ccc(-c2nc(CS(=O)CC(=O)NCc3ccccc3)c(C)o2)cc1 (centres undefined) @ D2 agonist: -0.4

# Carrying on:
SMILES,USP1-UAF1 inh,TrxR1 substrate,mIDH1 inhibitor,TRHR enhancer,D2 antagonist,D2 agonist,TrxR1 inh,TRHR agonist,PI4K2A inh
CCN(CC(=O)NC1CCS(=O)(=O)C1)Cc1nc2c(Br)cc(Br)cc2c(=O)[nH]1 (centres undefined),-11.4%,-2.8%[57.1 µM],8.8%,10.4,-12.6,2.1,-2.8%[57.1 µM],0.0,-0.9
COc1cccc(/C=N/NC(=O)c2ccoc2C)c1O,-8.0%,-3.2%,2.4%,-5.6,-4.2,0.2,-14.5%,0.0,u
CC1(C)CC(=O)C2=C(C1)N(Cc1ccccc1)C(=O)C2(O)C(F)(F)F (centres undefined),0.8%,7.3%[57.1 µM],10.8%,-4.9,-2.9,0.4,1.5%[57.1 µM],-0.2,3.6
OC1CCN(C(c2ccc3ncccc3c2)c2nnnn2C2CCCCC2)CC1 (centres undefined),-13.9%,11.3%,-1.9%,0.9,3.3,0.8,20.5%,0.5,-1.9
COc1ccc(NC(=O)COc2ccccc2C)cc1S(=O)(=O)N1CCCCC1,-17.6%,2.3%,2.4%,18.0,-11.6,0.1,24.0%,-0.2,-1.0
CN(C(=S)NC(=O)CCCOc1ccc(Cl)cc1Cl)c1ccccc1,3.4%,-7.8%,3.3%,2.3,-11.2,-0.2,-4.0%,-0.7,-0.1
C=CCSC1=N/C(=C/c2ccsc2)C(=O)N1c1ccccc1,-16.7%,4.6%,-13.3%,8.6,5.0,0.8,32.1%,0.0,-2.8
CCOc1ccccc1NC(=O)Cn1c2ncccc2c(=O)n1-c1ccc(C)c(C)c1,-19.9%,74.5%[activator][57.1 µM],5.8%,-0.5,x,0.5,103.8%[activator][57.1 µM],0.6,-2.6
Cc1ccc(-n2c3c(cc(C(=O)NC4CCSC4=O)c2=O)C(=O)CCC3)cc1 (centres undefined),-2.3%,13.4%[57.1 µM],10.8%,-3.7,-10.4,0.3,2.7%[57.1 µM],0.3,-1.0
COC(=O)c1cc2ccccc2n1Cc1ccc(Cl)nc1,-3.1%,0.8%,9.3%,-9.9,0.4,-1.1,25.2%,-0.1,1.9
COCCCn1c(Cc2csc(Nc3cccc(Cl)c3)n2)nnc1SCC(=O)OC,-6.8%,5.2%[57.1 µM],13.6%,0.3,12.1,-0.3,-8.7%,0.3,-0.9
COc1ccc(S(=O)(=O)N(C)C[C@H]2Oc3ccc(NC(=O)NC(C)C)cc3C(=O)N([C@H](C)CO)C[C@@H]2C)cc1,-11.3%,-1.3%[57.1 µM],-5.4%,x,x,x,-5.6%[57.1 µM],x,0.1
CC1CCCN(C(=O)C(=O)c2cn(CC(=O)N3CCCCCC3)c3ccccc23)C1 (centres undefined),-13.7%,-4.1%,-3.2%,1.5,-7.6,-0.5,1.9%,0.1,2.8
Cc1ccc(-c2nnc(Nc3cccc(Cl)c3)c3ccccc23)cc1S(=O)(=O)N1CCN(C)CC1,12.4%,8.2%,17.9%,5.3,x,0.7,16.1%,0.0,-2.5
CCOC(=O)N1CCN(Cc2nc3cc(NC(=O)C(C)C)ccc3n2CC)CC1,1.9%,-9.2%,2.3%,0.8,-7.9,-0.3,0.7%[57.1 µM],1.3,3.7
CCOc1ccc(NC(=O)C(=O)NCCc2ccccc2)cc1,-0.2%,5.0%,2.4%,2.7,x,x,18.5%,0.5,-1.7
COc1ccc(C(=O)N/N=C/C(C)c2ccccc2)cc1OC (centres undefined),-8.0%,-2.4%,1.8%,0.1,x,x,-8.9%,0.0,-1.6
CC1CCC2(CC1)NC(=O)N(CC(=O)Nc1cccc(S(=O)(=O)N3CCCCC3)c1)C2=O (centres undefined),-8.8%,-5.6%,2.1%,x,x,x,13.4%,x,1.4
CCOC(=O)C1CCCN(c2c(NCCN3CCCCC3C)c(=O)c2=O)C1 (centres undefined),-24.1%,0.3%,7.5%,-0.1,-4.8,0.3,0.7%,0.3,-2.2
CC(C)(C)C1CCc2c(sc(NC(=O)c3cc(-c4ccc(F)cc4)on3)c2C#N)C1 (centres undefined),7.5%,14.3%,-5.2%,-12.7,x,-0.6,15.3%,-2.0,0.4
O=S(=O)(NCc1ccccc1)c1ccc(S(=O)(=O)N2CCCCC2)cc1,2.1%,5.7%,4.3%,-0.4,4.9,0.0,24.9%,0.4,-2.9
COc1cccc(C2CC(c3ccccc3)n3ncnc3N2)c1 (centres undefined),-13.1%,6.3%,19.4%,7.8,-8.9,-0.2,10.9%[57.1 µM],0.5,1.5

# For reference, part of the list above.
SMILES,USP1-UAF1 inh,TrxR1 substrate,mIDH1 inhibitor,TRHR enhancer,D2 antagonist,D2 agonist,TrxR1 inh,TRHR agonist,PI4K2A inh
CCOC(=O)C1CCCN(c2c(NCCN3CCCCC3C)c(=O)c2=O)C1 (centres undefined),-24.1%,0.3%,7.5%,-0.1,-4.8,0.3,0.7%,0.3,-2.2
CC(C)(C)C1CCc2c(sc(NC(=O)c3cc(-c4ccc(F)cc4)on3)c2C#N)C1 (centres undefined),7.5%,14.3%,-5.2%,-12.7,x,-0.6,15.3%,-2.0,0.4
O=S(=O)(NCc1ccccc1)c1ccc(S(=O)(=O)N2CCCCC2)cc1,2.1%,5.7%,4.3%,-0.4,4.9,0.0,24.9%,0.4,-2.9
COc1cccc(C2CC(c3ccccc3)n3ncnc3N2)c1 (centres undefined),-13.1%,6.3%,19.4%,7.8,-8.9,-0.2,10.9%[57.1 µM],0.5,1.5

# Screening results as filed in PubChem.

# Compounds were not picked by outcome. Share with any hit: about 3.9%.
